# Screens: PubChem, National Center for Advancing Translational Sciences (NCATS)
# Vif-APOBEC3F blk: Vif-A3F binding inhibition; HeLa A3F-eYFP + Vif (tagged APOBEC3F with the HIV-1 protein that degrades it), YFP fluorescence increase; Potency, µM (top dose mostly 46.1 µM), inactives show top-dose activity, negative = active; 0.2% of 390,000 active; further: potency means the concentration at half of the fitted maximal effect; % of control where 0% means no effect; nearly all actives have a fitted effect of over 65% in size
#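 Fluorescence increase (Ex 488/Em 500-530) after overnight compound treatment at 37 deg C flags inhibition of Vif-driven A3F-eYFP loss in stable HeLa A3F-eYFP/Vif cells seeded overnight beforehand.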
# RGS4 inh: inhibitors of human regulator of G protein signaling 4. P49798. Transcreener GDP fluorescence polarization, RGS4-accelerated GTP hydrolysis. Potency, µM (doses to about 114 µM), for the others: top-dose activity change, negative = inhibition, most hits filed as inhibitors. 0.039% of 390,000 active. AID 504845; further: potency means the concentration at half of the fitted maximal effect; on the % scale 0 is the no-effect control and ±100 the full control effect; nearly all actives have a fitted effect of over 75% in size; some results filed as inactive show a strong effect at the top dose
# Target sequence (P49798 whole entry, looked up): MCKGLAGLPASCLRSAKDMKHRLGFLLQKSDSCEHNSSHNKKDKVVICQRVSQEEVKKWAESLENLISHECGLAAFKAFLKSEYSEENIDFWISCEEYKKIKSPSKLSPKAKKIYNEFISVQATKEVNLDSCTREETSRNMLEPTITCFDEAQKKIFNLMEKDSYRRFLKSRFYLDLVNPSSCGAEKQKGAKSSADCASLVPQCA
#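 MLSMR compounds (23 nl, pin-transferred) preincubated 10 min at room temperature with a 500nM (2x) first reagent, then RGS4 at 900nM (2x) plus Transcreener GDP mix added; fluorescence polarization (620/688 nm) read before and after 90 min at 30 °C.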
# Vif-APOBEC3G blk: blocks the Vif interaction with human APOBEC3G; Q9HC16; HeLa A3G-eYFP + Vif (tagged APOBEC3G with the HIV-1 protein that degrades it), YFP fluorescence, overnight; Potency, µM (highest dose often 46.1 µM), for the others: at the highest dose activity, negative = active, most hits filed as inhibitors; 0.076% of 410,000 active;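 further: potency means the concentration at half of the fitted maximal effect; on the % scale 0 is the no-effect control and ±100 the full control effect; nearly all actives have a fitted effect of over 60% in size; hits raise eYFP signal because A3G escapes Vif-driven loss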
# Target sequence (Q9HC16 whole entry, looked up): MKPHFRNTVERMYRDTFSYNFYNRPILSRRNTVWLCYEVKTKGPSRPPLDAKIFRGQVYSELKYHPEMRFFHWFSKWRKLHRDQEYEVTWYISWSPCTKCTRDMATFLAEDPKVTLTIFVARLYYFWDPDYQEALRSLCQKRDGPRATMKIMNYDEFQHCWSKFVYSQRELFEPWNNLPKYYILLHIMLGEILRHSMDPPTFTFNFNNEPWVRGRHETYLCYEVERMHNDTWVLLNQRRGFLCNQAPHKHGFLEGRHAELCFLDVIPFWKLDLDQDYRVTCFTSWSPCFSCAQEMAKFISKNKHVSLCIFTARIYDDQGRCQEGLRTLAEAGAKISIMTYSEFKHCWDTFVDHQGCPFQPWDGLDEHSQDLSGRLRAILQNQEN
#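 HeLa cells stably expressing Vif and C-terminally eYFP-tagged A3G, seeded overnight at 37 deg C, then exposed to compound by pintool overnight at 37 deg C. Rise in yellow fluorescence (Ex 488/Em 500-530, Acumen) marks blocked Vif-driven A3G degradation.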
# D2 agonist: D2 dopamine receptor (human) agonism. HEK293 T-REx D2 cells, calcium flux agonist mode. activation, % at 2 µM. 0.53% of 340,000 active. P14416;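 active means activation over 3 SD above normal in the single-dose calcium agonist read, cut at about 30% in these data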; further: 0% is about no effect
#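 Tetracycline-induced HEK293 Trex cells with D2 receptor force-coupled to calcium signaling, plated overnight at 30 C and loaded with no-wash calcium dye. Calcium flux read kinetically for 180 s after compound addition; responses flag agonists.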
# ERG Ets-DNA blk: ERG Ets/DNA interaction inhibition; fluorescence polarization, His-ERG Ets domain / labelled DNA; Potency, µM (highest dose often 76.9 µM), inactives show at the top dose FP activity, negative = inhibition, usual class: inhibitors; 0.028% of 370,000 active; AID 624246; active means well fitted inhibition curve with a large enough effect in the polarisation, with a control signal flat; inconclusive means small, poorly fitted or top-dose-only effect, or effect the other way, or a change in a side signal; inactive means no such curve, though single readings can be large or run the other way; the % refers to the polarisation;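 further: polarization taken with two DNA probes labelled with fluorescein and Texas red; potency means the concentration at half of the fitted maximal effect; % of control where 0% means no effect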
# Target sequence (P11308 whole entry, looked up, the tested form may be a part): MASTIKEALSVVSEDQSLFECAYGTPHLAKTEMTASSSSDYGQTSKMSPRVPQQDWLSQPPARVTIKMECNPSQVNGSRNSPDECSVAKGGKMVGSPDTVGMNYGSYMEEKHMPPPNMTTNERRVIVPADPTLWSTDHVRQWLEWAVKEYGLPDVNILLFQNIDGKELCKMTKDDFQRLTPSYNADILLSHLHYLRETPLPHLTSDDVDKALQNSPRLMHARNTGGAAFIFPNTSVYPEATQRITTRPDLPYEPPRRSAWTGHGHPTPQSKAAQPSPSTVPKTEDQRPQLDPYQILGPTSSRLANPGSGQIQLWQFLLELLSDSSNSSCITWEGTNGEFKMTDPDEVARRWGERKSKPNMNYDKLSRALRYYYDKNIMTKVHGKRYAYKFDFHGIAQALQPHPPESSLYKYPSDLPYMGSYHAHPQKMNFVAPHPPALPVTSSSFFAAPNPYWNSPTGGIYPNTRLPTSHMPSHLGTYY
#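 His-tagged ERG Ets domain (1 uM in the protein solution; 300mM KCl, 50mM Tris-HCl, 1mM EDTA, 1mM DTT, pH 7.5) received compound, then a probe mix of 5 nM fluorescein-DNA and 100nM Texas-615-DNA. Fluorescence polarization was read for both dyes.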
# LDHA inh: LDHA (human) enzyme inhibition; P00338; 0.15% of 480,000 active; activity change, % (values are at about 110 or 230 µM); purified LDHA, NADH/diaphorase-resazurin fluorescence; active compounds read low; in the data active means activity change below about -30%; inconclusive means mostly about -25% to -30%;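 further: plate controls were DMSO wells for no effect and wells without enzyme for full effect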
#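 Human LDH5 at 2 nM final in Tris HCl pH 7.4 with 0.06 mM NADH and 0.2 mM pyruvate, reacted 5 minutes at room temperature. Remaining NADH coupled via diaphorase/resazurin; resorufin fluorescence read at 0 and 20 minutes, normalized to enzyme-free and DMSO wells.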
# 12-LOX inh: ALOX12 (human) lipoxygenase inhibition. P18054. purified 12hLO, xylenol orange hydroperoxide absorbance. Potency, µM (series often up to 108 µM), inactives show at the top dose activity change, negative = inhibition, usual class: inhibitors. 1.1% of 580,000 active. AID 1671190; further: potency means the concentration at half of the fitted maximal effect; on the % scale 0 is the no-effect control and ±100 the full control effect
#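 Hydroperoxide product was detected by ferrous iron/xylenol orange as the 573 to 405 nm absorbance ratio. Arachidonic acid at 40 uM (final) was turned over for 30 min at room temperature by 150 nM human 12hLO, pH 7.0 Hepes buffer, after 15 min compound preincubation.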
# GRP78 ERSR act: inducers of ER stress response in human glioma cells | U87-MG GRP78 promoter luciferase reporter, 16 h | Potency, µM, for the others: at the top dose activation, usual class: activators | 0.02% of 420,000 active | AID 602332; further: potency means the concentration at half of the fitted maximal effect; series mostly up to about 76 µM; % of control where 0% means no effect; nearly all actives have a fitted effect of over 35% in size
#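 ERSR induction read as luciferase luminescence (Bright-Glo, 10 min at room temperature) in stably transfected human U87-MG glioma cells exposed to compounds for 16 h, using GRP78 as sensor.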
# D2 antag: D2 dopamine receptor (human) antagonism | P14416 | HEK293 TREx D2 cells, calcium flux, dopamine EC80 | 2% of 340,000 active | inhibition, % at 10 µM | AID 485344; in the data active means inhibition above about 30%; further: 0% is about no effect
#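 Measurement of antagonist activity uses fluorescent calcium dye in inducible HEK293 T-REx D2 cells: 10 s baseline, compound addition with 180 s read, EC80 dopamine addition with a further 180 s read.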
# Numbers without * were called inactive; ? = inconclusive; · = not tested or not shown; & = joins results of further samples; [ ] = remark or other dose. Unless noted, the call rests on the fitted dose curve; in most records, active means well fitted curve in the direction sought with a large enough effect; inconclusive means small, poorly fitted or top-dose-only effect, or another doubt; inactive means no such curve, though single readings can be large; an effect the other way counts as inactive or inconclusive. An excerpt; rates above refer to the full screens.
No. | smiles | Vif-APOBEC3F blk | RGS4 inh | Vif-APOBEC3G blk | D2 agonist | ERG Ets-DNA blk | LDHA inh | 12-LOX inh | GRP78 ERSR act | D2 antag
1 | CN(C)c1c(N)c(=O)oc2ccccc12 | -1% | -6% | 0% | · | -21% | -11 | 17% | -1% | ·
2 | Clc1ccc2c(c1)C(N1CCNCC1)=Nc1ccccc1O2 | -1% | -14%[56.9 µM] | -3% | -3.3 | -14% | -6 | 12% | -5%&0%&-2%&-4%&-2% | 76*
3 | NS(=O)(=O)c1cccc(NC(=O)CSc2nc3ccccc3n2-c2ccccc2)c1 | -9% | 3% | -2% | 0.6 | -1% | -4 | -12% | -3% | 3
4 | CCOc1ccccc1CNC(=O)CN1C(=O)CCCc2ccccc21 | 6% | -11% | 4% | · | 5% | -2 | -23% | -3% | ·
5 | CN(NS(=O)(=O)c1cccs1)c1ncc(C(F)(F)F)cc1Cl | -7% | 20% | -4% | -2.0 | 2% | 0 | 16% | 0% | 2
6 | CC1CC(C(F)(F)F)n2nc(C(=O)O)cc2N1 (centres undefined) | 5% | 0% | -4% | · | -6% | 1 | -13% | -4% | ·
7 | COc1ccccc1-c1cc(C(=O)N2CCN(c3ccccc3)CC2)no1 | 13%&-9% | -23%&4% | 5%&-5% | 3.5 | 13%&-2% | 7&-3 | ? | 3%&-1% | -6
8 | CC(=O)N1CCCc2ccc(NC(=O)c3ccc(C(F)(F)F)cc3)cc21 | -13% | 24% | -5% | 1.2 | 1% | -1 | -26% | -8% | ·
9 | Cc1ccc(NC(=O)c2cccs2)cc1NC(=O)c1ccc(F)cc1 | -18% | 3% | -14% | 1.5 | 3% | -4 | -1% | 2% | 0
10 | Cc1ccc(/C=C/C(=O)NCc2cccs2)c(C)c1 | -10% | -23% | 0% | 1.9 | 6% | -1 | -5% | 1% | 2

No. | smiles | Vif-APOBEC3F blk | RGS4 inh | Vif-APOBEC3G blk | D2 agonist | ERG Ets-DNA blk | LDHA inh | 12-LOX inh | GRP78 ERSR act | D2 antag
11 | O=C(COc1ccc([N+](=O)[O-])cc1)NNC(=O)Nc1ccccc1F | 1% | 0% | 2% | 0.0 | -2% | -6 | 0% | -3% | -7
12 | CNC(=O)NC1CCCCc2sccc21 (centres undefined) | -1% | 36% | 0% | 0.3 | 12% | -16 | -11% | -4% | -11
13 | Cc1cc(NC(=O)CN(C)CC(=O)Nc2ccc(F)c(F)c2F)no1 | -4% | 15% | -5% | -0.3 | -9% | -4 | 20% | -4% | -5
14 | CCOC(=O)N1CCN(C(=O)c2cc(S(=O)(=O)N3CCc4ccccc43)ccc2OC)CC1 | -5% | 6% | -1% | -2.5 | -5% | -3 | -19% | -2% | 8
15 | Cc1nc(N/N=C/c2ccc(O)cc2O)cc(N2CCOCC2)n1 | 5% | -5% | -26% | -0.1 | -2% | 3 | 6% | -4% | -9
16 | CN(C)C(=O)c1ccc(NC(=O)c2ccc(-c3ccc(Cl)cc3)o2)cc1 | 0% | ? | -1% | -0.5 | · | 1 | ? | -2% | 11
17 | CCCC(C(=O)Nc1cc(S(=O)(=O)N2CCOCC2)ccc1OC)c1ccccc1 (centres undefined) | 2% | 6% | 4% | -0.2 | 7% | 0 | -8% | 3% | -14
18 | COc1cccc(C(=O)/C=C/Nc2cccc(O)c2)c1 | -12% | -29% | -3% | -0.4 | -1% | 10 | -28% | -4% | -45
19 | O=c1c(Cc2ccc(Cl)cc2)c(O)ccn1Cc1ccncc1 | 1% | 7% | 3% | 0.3 | -24% | -3 | 2% | -3% | -3
20 | COC(=O)c1ccc(N/C(=N/S(=O)(=O)c2ccccc2)c2ccccc2)cc1 | -8% | -53% | -1% | · | -2% | -4 | -29% | 0% | ·

# With a hit mark in D2 antag, among the entries above:
no. | mol | RGS4 inh | ERG Ets-DNA blk | 12-LOX inh | GRP78 ERSR act | D2 antag
2 | Clc1ccc2c(c1)C(N1CCNCC1)=Nc1ccccc1O2 | -14%[56.9 µM] | -14% | 12% | -5%&0%&-2%&-4%&-2% | 76*

# Compounds above with two or more sulfur atoms, in the order listed:
No. | smiles | Vif-APOBEC3F blk | RGS4 inh | Vif-APOBEC3G blk | D2 agonist | ERG Ets-DNA blk | LDHA inh | 12-LOX inh | GRP78 ERSR act | D2 antag
3 | NS(=O)(=O)c1cccc(NC(=O)CSc2nc3ccccc3n2-c2ccccc2)c1 | -9% | 3% | -2% | 0.6 | -1% | -4 | -12% | -3% | 3
5 | CN(NS(=O)(=O)c1cccs1)c1ncc(C(F)(F)F)cc1Cl | -7% | 20% | -4% | -2.0 | 2% | 0 | 16% | 0% | 2

# More entries.
No. | smiles | Vif-APOBEC3F blk | RGS4 inh | Vif-APOBEC3G blk | D2 agonist | ERG Ets-DNA blk | LDHA inh | 12-LOX inh | GRP78 ERSR act | D2 antag
21 | CCN(C(=O)CSc1nc2ccccc2c2nc(CCn3c(C)nc4ccccc43)nn12)c1cccc(C)c1 | 1% | -38% | -2% | 0.1 | 2% | 4 | -4% | -1% | ·
22 | O=C(COC(=O)CCNS(=O)(=O)c1ccccc1)NC(=O)Cc1ccccc1 | 3% | 9% | -2% | 0.1 | -2% | -1 | -27% | 2% | 37*
23 | Cn1c(=O)c2c(nc(NC3CCCCC3)n2CC(=O)C23CC4CC(CC(C4)C2)C3)n(C)c1=O | -10% | 13% | -6% | 0.3 | 4% | -14&-6 | ? | -2% | -6
24 | CCCc1nc2ccccc2n2c(-c3ccccc3)c3c(=O)n(C)c(=O)n(C)c3c12 | 0% | 3% | -1% | -0.7 | 8% | -1 | ? | 0% | ·
25 | COC(=O)c1sccc1S(=O)(=O)Nc1ccc(C(O)(C(F)(F)F)C(F)(F)F)cc1 | · | · | 2% | · | · | -9 | ? | 5% | ·
26 | CN(C)CCNC(=O)C(=O)NCC1CCCN1S(=O)(=O)c1cccs1 (centres undefined) | -2% | -17% | -2% | 1.0 | -8% | -2 | 5% | -5% | -5
27 | CC(NC(=O)Cc1cccc(C(F)(F)F)c1)c1ccc(F)cc1 (centres undefined) | -20% | -15% | 0% | -0.8 | 10% | -7 | -4% | 3% | -57
28 | O=C(COC(=O)CC1CC2CCC1C2)Nc1ccccc1Cl (centres undefined) | 0% | 12% | -1% | · | -10% | -1 | -11% | 1% | ·
29 | Cn1c(=O)[nH]c(=O)c2c1nc(N1CCCCCC1)n2Cc1cccc2ccccc12 | 2% | -2% | -2% | -0.9 | -3% | -2 | 253%[activator] | -2% | -7
30 | O=c1cc[nH]c2c(C(F)(F)F)cccc12 | -6% | 17% | -10% | 0.1 | -1% | 3 | 11% | 5% | 9

# Three compounds already listed, arranged by the number in GRP78 ERSR act, ascending:
No. | smiles | GRP78 ERSR act
29 | Cn1c(=O)[nH]c(=O)c2c1nc(N1CCCCCC1)n2Cc1cccc2ccccc12 | -2%
22 | O=C(COC(=O)CCNS(=O)(=O)c1ccccc1)NC(=O)Cc1ccccc1 | 2%
30 | O=c1cc[nH]c2c(C(F)(F)F)cccc12 | 5%

# Next section
No. | smiles | Vif-APOBEC3F blk | RGS4 inh | Vif-APOBEC3G blk | D2 agonist | ERG Ets-DNA blk | LDHA inh | 12-LOX inh | GRP78 ERSR act | D2 antag
31 | O=C1/C(=C/c2ccncc2)N=C2CCCCCN12 | -6% | 13% | 3% | -1.2 | -2% | 1 | -14% | 1% | 1
32 | Cc1cc(C)c(C#N)c(Nc2ccccc2F)n1 | -9% | -17% | -4% | 0.5 | 9% | -7 | 10% | -7% | -12
33 | Nc1nc(SCc2ccc(F)cc2)n[nH]1 | 0% | 19% | 6% | 0.4 | 7% | 0 | 0% | -1% | 10
34 | CC(=O)Nc1ccc(OS(=O)(=O)c2cc(Cl)ccc2C)cc1 | -11% | 21% | 2% | -0.4 | -6% | 1 | ? | 1% | -24
35 | CCOC(=O)Cn1c(C)nc2ccccc21 | -3% | 14% | -4% | -0.1 | -5% | -4 | 0% | -5% | 7
36 | COCCC(=O)Nc1ccc2c(c1)CN(C(=O)c1ccc(CSC)o1)CC2 | -2% | -30% | -1% | -1.6 | 7% | 4 | -8% | 3% | 5
37 | COC(=O)[C@H](CCSC)NC(=O)NCc1ccccn1 | -32% | 2% | 3% | -0.2 | -1% | -1 | 0% | -1% | -24
38 | O=C(Nc1cccc(Cl)c1)Nc1c[nH]c(=O)[nH]c1=O | 3% | -4% | -3% | 0.5 | 6% | -10 | 0% | -6% | 34*

# Ordered by length of the SMILES (descending): three of the compounds above.
No. | smiles | Vif-APOBEC3F blk | RGS4 inh | Vif-APOBEC3G blk | D2 agonist | ERG Ets-DNA blk | LDHA inh | 12-LOX inh | GRP78 ERSR act | D2 antag
36 | COCCC(=O)Nc1ccc2c(c1)CN(C(=O)c1ccc(CSC)o1)CC2 | -2% | -30% | -1% | -1.6 | 7% | 4 | -8% | 3% | 5
38 | O=C(Nc1cccc(Cl)c1)Nc1c[nH]c(=O)[nH]c1=O | 3% | -4% | -3% | 0.5 | 6% | -10 | 0% | -6% | 34*
35 | CCOC(=O)Cn1c(C)nc2ccccc21 | -3% | 14% | -4% | -0.1 | -5% | -4 | 0% | -5% | 7
